Htt clearance = compounds clearing mutant huntingtin protein; HeLa Exon1htt(103Q)mCFP, aggregate imaging; zero = plate's median compound well; inhibition, % at 1.5 µM; AID 853; 0.42% of 47,000 active;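 active means inhibition of aggregate fluorescence above about 70%, also judged a hit by eye on the cell image, limit read from the data, passing the limit was not always enough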;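 further: cells exposed to compound for three days before fixation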
Htt clearance grain fraction = second read-out of Htt clearance, no call of its own (marks repeat the call); fraction fluorescence in grains; measured here: aggregate grain fluorescence fraction; hits give low values;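 scaled fraction of total cell fluorescence in grains with unit not stated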
Numbers without * were called inactive. A portion of the library; count on the stated rates, not on these rows.

SMILES	Htt clearance	Htt clearance grain fraction
CCc1cccc2c(C#N)cn(CC(=O)N3CCOCC3)c12	35	13
c1cc2c(cc1CCNC1C3CC4CC(C3)CC1C4)OCO2 (stereo not drawn)	34	12
CCCC(=O)Nc1ccc(N2CCN(CC)CC2)c(Cl)c1	-58	58
COc1ccccc1N(CC(=O)NC1CCCCC1)C(=O)c1cnn(C(C)C)c1	0	46
O=C(C1CCN(c2nc3ccc(Br)cc3s2)CC1)N1CCC2(CC1)OCCO2	19	30
CC(=O)OC1N=C(c2ccccc2)c2ccccc2NC1=O (stereo not drawn)	-4	42
CCN(CC)c1ccc(/C=C2/C(=O)NC(=O)N(CC3CCCO3)C2=O)cc1 (stereo not drawn)	-11	43
CCn1c(O)c(C=Nc2ccc(N3CCOCC3)c(Br)c2)c(=O)n(CC)c1=S	12	18
Cc1ccc(C2SCC(=O)Nc3c2c(=O)[nH]n3C2CCOC(C)(C)C2)cc1 (stereo not drawn)	-58	32
CN(C)c1ccc(NC(=O)CN2C(=O)CN=C(c3ccccc3)c3cc(Cl)ccc32)cc1	60	16

A different layout for some results above.
CCCC(=O)Nc1ccc(N2CCN(CC)CC2)c(Cl)c1
  Htt clearance: -58	Htt clearance grain fraction: 58
c1cc2c(cc1CCNC1C3CC4CC(C3)CC1C4)OCO2 (stereo not drawn)
  Htt clearance: 34	Htt clearance grain fraction: 12
CCn1c(O)c(C=Nc2ccc(N3CCOCC3)c(Br)c2)c(=O)n(CC)c1=S
  Htt clearance: 12	Htt clearance grain fraction: 18

Continuation.
SMILES	Htt clearance	Htt clearance grain fraction
CC1=C(C(=O)OC(C)C)[C@]2(C(=O)N(CC(N)=O)c3ccccc32)C(C#N)=C(N)O1	6	19
O=C1NC(=O)N(Cc2ccccc2Cl)C(=O)/C1=C/N1CCOCC1	-36	23
Cc1ccc(CN2C(=O)NC(=O)C3(Cc4c(nc5ccccn5c4=O)N4CCCCCC43)C2=O)cc1 (stereo not drawn)	26	25
Cn1c(C(=O)N2CCC3(CC2)OCCO3)cc2c(=O)n(C)c3ccccc3c21	-122	43
O=C(C1CCC(=O)N1C1CCCCC1)N1CCC2(CC1)OCCO2 (stereo not drawn)	-12	38
Oc1ccc(C2NCc3ccccc3-n3cccc32)cc1Cl (stereo not drawn)	49	9.9
CC(C)(C)n1c(O)c(C=Nc2ccc3c(c2)CCC3)c(=O)[nH]c1=O	-2	38
COc1ccc(C2SCC(=O)Nc3c2c(=O)[nH]n3C2CCCCCC2)cc1 (stereo not drawn)	-36	46
CC(=O)Nc1cc(C(=O)N2CCC3(CC2)OCCO3)ccc1Sc1ccc(C)cc1	-40	56
O=C(C1CCN(S(=O)(=O)N2CCOCC2)CC1)N1CCC2(CC1)OCCO2	60	15
N[C@@H](Cc1c[nH]c2ccccc12)c1nnc(SCc2c(F)cccc2Cl)o1	-36	27
O=C1CSC2N1CCNC21CCCCC1 (stereo not drawn)	32	23
O=C(COc1ccc2ccccc2c1)N1CCN(CC2CC3C=CC2C3)CC1 (stereo not drawn)	-6	40
COc1ccccc1-n1c(O)c(C=NCCCn2ccnc2)c(=O)[nH]c1=O	28	25
COc1cccc(-n2c(O)c(C=NCCN3CCOCC3)c(=O)[nH]c2=O)c1	-52	56
COc1ccc(-c2cc(C(F)(F)F)n3nc(C(=O)N4CCC5(CC4)OCCO5)cc3n2)cc1OC	-10	22
CN1C(=O)C(Cc2ccsc2)C(=O)N(C)C1=O	-8	37
CC(C)Sc1nnc([C@@H](N)Cc2c[nH]c3ccccc23)o1	-36	27
Cc1cc(N2CCOCC2)nc2ccc(NC(=O)CCC(=O)N3CCC4(CC3)OCCO4)cc12	-6	34
Cn1c(O)c(C=NCCc2c[nH]c3ccccc23)c(=O)n(C)c1=O	-28	47
CCCCCCN=Cc1c(O)n(C)c(=O)n(C)c1=O	-1	39
CC1=C(C(=O)N2CCC3(CC2)OCCO3)C2(CCC(C)CC2)OC1=O (stereo not drawn)	40	9.9
C=C1N2CCC(CC2)C1(O)c1ccc(C)c(C)c1 (stereo not drawn)	39	11
Cc1nc2c(-c3ccccc3)c(C)nn2c(C)c1CCC(=O)N1CCC2(CC1)OCCO2	51	22
CCOC(=O)c1ccc(NC(=O)C2C3C=CC(O3)C2C(=O)O)cc1 (stereo not drawn)	17	28
Cc1ccc(Cl)cc1N1CCN(CCN)CC1	-20	26
Cc1cc(C)cc(N2C(=O)NC(=O)/C(=C\c3cccn3-c3ccc(Cl)cc3)C2=O)c1	7	31
CC(=O)NC(C)Cc1ccccc1 (stereo not drawn)	-28	25
O=C(c1ccncc1)C12CN3CN(CN(C3)C1)C2	23	15
COc1ccc(CCn2c(O)c(C=NCc3cccnc3)c(=O)[nH]c2=O)cc1OC	-26	22
CC(=O)OC1(c2ccccc2)CCN(C)C(C)C1C (stereo not drawn)	-6	21
Cc1ccccc1-n1c(O)c(C=NCCN2CCOCC2)c(=O)[nH]c1=O	-17	23
COc1ccc(CC2c3cc(OC)c(OC)cc3CCN2C)cc1OC (stereo not drawn)	-26	22
CC12CCCCC1N(O)CN2O (stereo not drawn)	-17	36
CCOc1ccc(Cc2c(O)[nH]c(=O)[nH]c2=O)cc1	-10	22
CCOC(=O)N1CCN(C(C)C(=O)c2c[nH]c3ccccc23)CC1 (stereo not drawn)	-51	55
CCOc1ccccc1-n1c(O)c(C=Nc2c(C)n(C)n(-c3ccccc3)c2=O)c(=O)[nH]c1=O	-6	36
O=C1NCN(c2ccccc2)C12CCNCC2	27	15
O=C(c1sc2ccccc2c1Cl)N1CCC2(CC1)OCCO2	-92	33
Cc1ccc(NC(=O)CN2C(=O)CN=C(c3ccccc3)c3cc(Cl)ccc32)cc1	51	20
CC1CCC(C(=O)NC(C(=O)N2CCC3(CC2)OCCO3)C(C)C)CC1 (stereo not drawn)	-86	31
COc1ccccc1N1CCN(Cc2ccc(Cl)cc2Cl)CC1	22	15
CCOP(=O)(OCC)C(c1ccccc1)N(C)C=O (stereo not drawn)	-23	37
c1ccc2c(CCNCc3ccc4c(c3)OCO4)c[nH]c2c1	-29	24
CCOC(=O)C(O)(c1ccc(NC(=O)NC2CCCCC2)cc1)C(F)(F)F (stereo not drawn)	32	26
COc1ccc(OCC(=O)N2CCN(C(C)C)CC2)cc1	-21	22
CCN1CCN(C(=O)COc2ccc(S(=O)(=O)N(C)Cc3ccccc3)cc2)CC1	-23	20
CCn1ncc(/C=C2/CC3C4CC=C5CC(O)CCC5(C)C4CCC3(C)C2=O)c1C (stereo not drawn)	4	19
Cc1ccc(C(=O)C2CN3CCC2CC3)cc1 (stereo not drawn)	-52	30
COc1ccc(CCN(C)Cc2ccncc2)cc1OC	-10	22
Continued.
SMILES	Htt clearance	Htt clearance grain fraction
COCc1c(CN)cnc(C)c1N	-50	32
OCCOCC#CCN1CCOCC1	2	37
COc1cccc(CN2CCN(C(=O)COc3ccc4ccccc4c3)CC2)c1	-30	49
CNP1(NC)=NC(C(F)(F)F)=NC(C(F)(F)F)=N1	-36	26
Cn1c2ccccc2c2c(C(=O)N3CCC4(CC3)OCCO4)cn(C3CCCC3)c(=O)c21	8	21
CC1CN=C(Nc2ccccc2)S1 (stereo not drawn)	40	20
CCCCCCOc1ccc(CN2CCN(CC)CC2)cc1	-10	23
CCC(COC(=O)NC)NC(=O)Oc1cccc(C)c1 (stereo not drawn)	5	34
CCCN1C2CCCC1CC(NC(C)=O)C2 (stereo not drawn)	4	40
CCCCn1c(O)c(C(CC)=NCCCN(C)C)c(=O)[nH]c1=O	38	21
Cc1occc1C(=O)N1CCC2(CC1)OCCO2	-11	23
O=C(c1cc(S(=O)(=O)N2CCCCC2)ccc1F)N1CCC2(CC1)OCCO2	34	13
Cc1ccc2c(c1)CNc1ccccc1O2	19	18
CCOC(=O)c1c(-n2c(C)cc(/C=C3\C(=O)NC(=O)N(C)C3=O)c2C)sc2c1CCCC2	5	32
COc1cccc(Oc2c(C)oc3cc(OC(=O)N(C)C)ccc3c2=O)c1	-12	21
CN(C)c1ccc(N=Cc2c(O)n(CCC3=CCCCC3)c(=O)[nH]c2=O)cc1	-17	47
CN(C)CC1CSCCC1(O)c1ccccc1 (stereo not drawn)	-77	34
COc1ccc(N=C2SCCCN2C)cc1	25	15
c1cc2c(cc1CCNC1CCCCCC1)OCO2	11	16
CN1C(=O)N(C)C(=O)C2(Cc3cc(N)ccc3N3CCN(c4ccccc4F)CC32)C1=O (stereo not drawn)	28	14

Some of the entries above in a different format.
Fields: Htt clearance, Htt clearance grain fraction
CCN1CCN(C(=O)COc2ccc(S(=O)(=O)N(C)Cc3ccccc3)cc2)CC1
  -23, 20
CCn1ncc(/C=C2/CC3C4CC=C5CC(O)CCC5(C)C4CCC3(C)C2=O)c1C (stereo not drawn)
  4, 19
Cc1ccc(C(=O)C2CN3CCC2CC3)cc1 (stereo not drawn)
  -52, 30
COc1ccc(CCN(C)Cc2ccncc2)cc1OC
  -10, 22
COCc1c(CN)cnc(C)c1N
  -50, 32
OCCOCC#CCN1CCOCC1
  2, 37
COc1cccc(CN2CCN(C(=O)COc3ccc4ccccc4c3)CC2)c1
  -30, 49
CNP1(NC)=NC(C(F)(F)F)=NC(C(F)(F)F)=N1
  -36, 26
Cn1c2ccccc2c2c(C(=O)N3CCC4(CC3)OCCO4)cn(C3CCCC3)c(=O)c21
  8, 21
CC1CN=C(Nc2ccccc2)S1 (stereo not drawn)
  40, 20
CCCCCCOc1ccc(CN2CCN(CC)CC2)cc1
  -10, 23
CCC(COC(=O)NC)NC(=O)Oc1cccc(C)c1 (stereo not drawn)
  5, 34
CCCN1C2CCCC1CC(NC(C)=O)C2 (stereo not drawn)
  4, 40
CCCCn1c(O)c(C(CC)=NCCCN(C)C)c(=O)[nH]c1=O
  38, 21
Cc1occc1C(=O)N1CCC2(CC1)OCCO2
  -11, 23
O=C(c1cc(S(=O)(=O)N2CCCCC2)ccc1F)N1CCC2(CC1)OCCO2
  34, 13
Cc1ccc2c(c1)CNc1ccccc1O2
  19, 18
CCOC(=O)c1c(-n2c(C)cc(/C=C3\C(=O)NC(=O)N(C)C3=O)c2C)sc2c1CCCC2
  5, 32
COc1cccc(Oc2c(C)oc3cc(OC(=O)N(C)C)ccc3c2=O)c1
  -12, 21
CN(C)c1ccc(N=Cc2c(O)n(CCC3=CCCCC3)c(=O)[nH]c2=O)cc1
  -17, 47
CN(C)CC1CSCCC1(O)c1ccccc1 (stereo not drawn)
  -77, 34
COc1ccc(N=C2SCCCN2C)cc1
  25, 15
c1cc2c(cc1CCNC1CCCCCC1)OCO2
  11, 16
CN1C(=O)N(C)C(=O)C2(Cc3cc(N)ccc3N3CCN(c4ccccc4F)CC32)C1=O (stereo not drawn)
  28, 14

Other entries follow:
SMILES	Htt clearance	Htt clearance grain fraction
CC(=O)c1c(C)n(CC2CCCO2)c2ccc(O)cc12 (stereo not drawn)	32	13
Cc1[nH]c2ccccc2c1/C=N/O	8	31
CCOC(=O)c1ccc(N2C(=O)CC(N3CC=C(c4ccc(F)cc4)CC3)C2=O)cc1 (stereo not drawn)	-4	21
Cc1nc2nc(C)c(CCC(=O)N3CCC4(CC3)OCCO4)c(C)n2n1	16	28
CN(Cc1ccccc1)Cc1ccccc1OC(=O)N(C)C	-5	44
O=C1NC(=S)NC(=O)C12C(c1ccc(F)cc1)NC(=S)NC2c1ccc(F)cc1 (stereo not drawn)	13	16
